IL-1B inflam inh – blocks inflammasome-driven IL-1 beta release | THP-1 LPS/ATP IL-1B secretion, AlphaLISA, 16 h; stronger effect = lower value | activity change, % at 57.5 µM | 360,000 compounds, 4.7% hits; in the data active = activity change below about -50%; inconclusive = mostly about -30% to -49%; also: % is scaled to controls: 0 for no effect and ±100 for the full control effect
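Secreted IL-1B measured by AlphaLISA bead assay after 16 h compound exposure of THP-1 cells; compounds (final up to 57.5 uM) added 1 h before LPS (250 ng/mL) and ATP (1.25 mM) stimulation; lower signal means less secretion.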
KB-3-1 cytotox – KB-3-1 parental cell cytotoxicity; KB-3-1 viability, CellTiter-Glo ATP luminescence, 72 h; 400,000 compounds, 1.4% hits; Potency, µM (series often up to 46.1 µM), without a hit: top-dose activity change, negative = cytotoxic, actives largely listed as cytotoxic; AID 1347075; also: potency is read from the fitted curve at half-maximal effect; % is scaled to controls: 0 for no effect and ±100 for the full control effect; nearly all actives have a fitted effect of over 60% in size
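Parental KB-3-1 adenocarcinoma cells in phenol-red-free DMEM with 10% FBS were pin-treated with compounds at several concentrations, incubated 72 h at 37 °C, and viability read by CellTiter-Glo luminescence; concentration-effect curves were fitted after normalization.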
ATXN2 expr inh – inhibitors of ATXN2 expression. 360,000 compounds, 0.72% hits. HEK-293 ATXN2-luciferase reporter, luminescence, 24 h. Potency, µM (doses to about 57 µM), inactives show at the highest dose activity change, negative = inhibition, usual class: inhibitors. AID 1745845; also: potency is read from the fitted curve at half-maximal effect; % is scaled to controls: 0 for no effect and ±100 for the full control effect; nearly all actives have a fitted effect of over 55% in size
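qHTS (up to 57 uM final) was run with 24 h compound exposure of reporter cells at 37 °C. Each well was multiplexed: SteadyGlo luminescence measured ATXN2-luciferase expression after a fluorogenic Gly-Phe-AFC viability readout (25 uM final).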
SW480 rereplic – DNA re-replication induction in SW480 cells; AID 624297; SW480 DNA re-replication, Hoechst DNA content imaging, 48 h; Potency, µM (doses to about 46.1 µM), for inactives: top-dose re-replication activation, usual class: activators; 340,000 compounds, 1.8% hits; also: potency is read from the fitted curve at half-maximal effect; % of control where 0% means no effect; nearly all actives have a fitted effect of over 55% in size
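Readout is total intensity of Hoechst-stained nuclei, excited at 405 nm and collected at 500-530 nm. Compound treatment lasted 48 hr at 37 C in 5% CO2 before staining.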
HT1080 IDH1KD tx – HT-1080 IDH1 knockdown cell toxicity (counter line). HT-1080 IDH1 knockdown viability, ATP luminescence, 48 h. Potency, µM (top dose mostly 46.1 µM), for the others: at the highest dose activity, negative = toxicity, usual class: cytotoxic. 360,000 compounds, 2% hits;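 also: potency is read from the fitted curve at half-maximal effect; 0% = DMSO wells and -100% = cell-free medium wells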
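IDH1KD HT-1080 cells, 750/well, RPMI + 5% FBS; compound pinned after 2 h settling; 48 h, 37 °C; CellTiter-Glo luminescence; % activity normalised to DMSO and no-cell wells; curves fitted, classed by r2 and efficacy.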
HT1080-NT tox – kills 2HG-producing HT-1080-NT fibrosarcoma cells. HT-1080-NT fibrosarcoma viability, CellTiter-Glo ATP luminescence, 48 h. Potency, µM (doses to about 46.1 µM), without a hit: top-dose activity, negative = less viability, most hits filed as cytotoxic. 360,000 compounds, 1.6% hits;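 also: NT is the 2HG producing partner of a matched IDH1 knockdown line; potency is read from the fitted curve at half-maximal effect; 0% = DMSO-treated cells and -100% = media-only wells without cells; nearly all actives have a fitted effect of over 55% in size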
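Viability by CellTiter-Glo luminescence after 48 h compound exposure at 37C of HT-1080-NT cells (750/well, RPMI, 5% FBS). % activity scaled between DMSO wells and medium-only wells, then curve-fitted and categorized by curve class.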
HepG2 viability – counter-screen for TGF-b inhibitors: cytotoxicity in HepG2 cells; HepG2 CAGA-GFP viability, ATP luminescence, 18 h; Potency, µM (series often up to 46.1 µM), for inactives: at the highest dose activity change, negative = cytotoxicity, hits mostly cytotoxic; 410,000 compounds, 0.76% hits; AID 588856; also: potency is read from the fitted curve at half-maximal effect; some results filed as inactive show a strong effect at the top dose
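HepG2 CAGA-GFP cells (1000/well, DMEM with 1% FBS) received compound, then TGF-beta at 500 pg/mL final, and were incubated 18 hours at 37 degrees C. Viability was read by CellTiter-Glo luminescence. Media-only wells were set as complete cell-killing and DMSO as no toxicity.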
S2 tox – reduces viability in counter-screen for ATXN expression inhibitors | S2 cells (HEK-293 line with an ATXN2-luciferase reporter) viability, CellTiter-Fluor protease fluorescence, 24 h | Potency, µM (titrated, usually from 56.7 µM), actives largely listed as cytotoxic | 400,000 compounds, 0.49% hits | AID 651635; also: potency is read from the fitted curve at half-maximal effect; nearly all actives have a fitted effect of over 40% in size
MCF10A rereplic – DNA re-replication induction in MCF 10a cells; Potency, µM (highest dose often 46.1 µM), for the others: at the highest dose activity, positive = re-replication, actives largely listed as activators; 350,000 compounds, 2.9% hits; MCF 10A DNA re-replication, Hoechst nuclear intensity, 48 h; AID 624296; also: potency is read from the fitted curve at half-maximal effect; % of control where 0% means no effect; nearly all actives have a fitted effect of over 50% in size
* marks the source's active call; other numbers are inactive results; i = inactive; ? = inconclusive; / = no result given; & = joins results of further samples; ! = repeats disagree; [ ] = another dose, or the depositor's remark. Unless noted, calls follow the shape of the dose curve; as a rule, active = well fitted curve in the direction sought with a large enough effect; inconclusive = small, poorly fitted or top-dose-only effect, or another doubt; inactive = no such curve, though single readings can be large; an effect the other way counts as inactive or inconclusive.

#	Structure	IL-1B inflam inh	KB-3-1 cytotox	ATXN2 expr inh	SW480 rereplic	HT1080 IDH1KD tx
1	CC(C)/C(=N/Nc1ccccc1[N+](=O)[O-])c1ccccc1	-2	-10%	16%	2%	-19%
2	COc1cccc(CNC(=O)COC(=O)C2CCN(c3ccc(C(F)(F)F)cn3)CC2)c1	20	6%	1%	-5%	6%
3	COc1ccc(-n2c(N)c(C#N)c3ccc([N+](=O)[O-])cc3c2=O)cc1	0	23%	23%	/	-3%
4	Nc1ccc(-n2nncc2-c2ccccc2)cc1	-2	6%	13%	-2%	4%
5	COc1ccc(CCN2C(=O)N(c3ccc(C)cc3)C(=O)C2CC(=O)Nc2ccc(OC)cc2)cc1 (stereo unspecified)	/	-4%	-4%	/	/
6	O=C(CCc1ccc(Oc2cc([N+](=O)[O-])cc([N+](=O)[O-])c2)cc1)N1CCCCCC1	?	?	?	0%	-14%
7	CNC(=S)N1N=C(c2ccc(OC)cc2)CC1c1ccc(Cl)cc1Cl (stereo unspecified)	-24	1%	-3%	-9%	8%
8	COc1ccc([N+](=O)[O-])cc1C(=O)NCCOc1ccc(Cl)cc1	?	-17%	/	4%	0%
9	CCOC(=O)c1c(C)[nH]c(C)c1S(=O)(=O)NCCc1ccc(SC)cc1	-3	-5%	/	-3%	-4%
10	O=C(N1CCCCC1)N1CCN(S(=O)(=O)c2cccc([N+](=O)[O-])c2)CC1	17	4%	/	-18%	-8%

#	HT1080-NT tox	HepG2 viability	S2 tox	MCF10A rereplic
1	-11%	-8%	i	?
2	9%	6%	i	-5%
3	-13%	-36%	?	1%
4	-3%	5%	?	7%
5	/	-11%	?	/
6	-13%	-38%	i	?
7	3%	-14%	i	-1%
8	-2%	-30%	i	3%
9	-12%	-29%	i	-2%
10	-6%	-23%	i	-3%

Remaining list, next part
#	Structure	IL-1B inflam inh	KB-3-1 cytotox	ATXN2 expr inh	SW480 rereplic	HT1080 IDH1KD tx
11	COC(=O)[C@H](C)N(Cc1ccc(Cl)c(Cl)c1)S(=O)(=O)CCN1CCCC1	-26	0%	-14%	7%	-22%
12	Cc1cccc(S(=O)(=O)Nc2nc3ccccc3nc2NCc2ccc3c(c2)OCO3)c1	9	21%	-6%	-52%[inhibitor]	15%
13	CCn1c(SCC(=O)N2CCc3ccccc3C2)nc2sc(C)c(C)c2c1=O	15	1%	5%	-1%	4%
14	COc1c(C=O)cc2c3c1CCCN3CCC2	-20	1%	4%	2%	5%
15	C=CCOc1ccc(CN(C)CC(=O)Nc2ccccc2[N+](=O)[O-])cc1	8	-4%	0%	-2%	-20%
16	CCN(CC)S(=O)(=O)c1ccc(Cl)c(NC(=O)COC(=O)c2cc(-c3ccccc3Cl)nc3ccccc23)c1	4	3%	11%	-5%	7%
17	CCCN(CCC)C(=O)c1c[nH]c2ccc(S(=O)(=O)Nc3cc(C)cc(C)c3)cc2c1=O	/	-2%	2%	/	/
18	CCOc1ccccc1C(=O)N1c2ccccc2Sc2ccccc21	-8	?	-23%	24%	?
19	CCOC(=O)COn1c(=O)c(-c2ccc(Cl)cc2)[n+]([O-])c2ccccc21	-1	?	10%	7%	0%
20	Cc1ccc(O)c(N=Nc2ccc(S(=O)(=O)N3CCOCC3)cc2)c1	-5	3%	-1%	-12%	-1%

#	HT1080-NT tox	HepG2 viability	S2 tox	MCF10A rereplic
11	-21%	-17%	i	?
12	3%	2%	i	0%
13	10%	-19%	i	2%
14	4%	-1%	i	6%
15	-23%	2%	i	10%
16	4%	2%	i	5%
17	/	-17%	i	/
18	?	-48%	i	?
19	5%	-7%	i	2%
20	1%	-8%	i	14%

(list continues)
#	Structure	IL-1B inflam inh	KB-3-1 cytotox	ATXN2 expr inh	SW480 rereplic	HT1080 IDH1KD tx
21	COc1ccc(CNC(=O)CCCN2C(=O)CCn3nc(-c4cn(C)c5ccccc45)cc32)cc1	/	11%	1%	/	/
22	CC(=O)c1cccc(N(C(=O)c2ccco2)C(C(=O)NC2CCCCC2)c2ccc(C)o2)c1 (stereo unspecified)	9	11%	22%	-1%	2%
23	Cc1ccc(C)c(NC(=O)c2ccc3c(O)c(S(=O)(=O)c4ccc(Cl)cc4)c(=O)[nH]c3c2)c1	/	3%	5%	/	/
24	COCCNC(=O)C1(C)CCN(C(=O)c2ccc3c(c2)C(C)(C)CCC3(C)C)C1 (stereo unspecified)	28	0%	-13%	/	2%
25	CC1(C)CC(=O)C=C(NC2CCCCCC2)C1	5	-6%	-12%	8%	0%
26	O=C(NCCN1CCCC1)c1ccc(Cn2c(=S)[nH]c3ccc(Br)cc3c2=O)cc1	0	-1%	-4%	?	?
27	Cc1cc(NC(=O)CSCc2ccc([N+](=O)[O-])cc2)no1	15	-3%	13%	7%	15%
28	c1ccc2c(c1)OC(CCCN1CCCCC1)c1ccccc1S2 (stereo unspecified)	?	-25%	-24%	?	?
29	C=CCNC(=S)Nc1cccc([N+](=O)[O-])c1	-23	-6%	/	0%	-2%
30	O=C(Nc1cccc([N+](=O)[O-])c1)C1C2/C=C\CCCCC21 (stereo unspecified)	-14	3%	-5%	2%	1%

#	HT1080-NT tox	HepG2 viability	S2 tox	MCF10A rereplic
21	/	-9%	i	/
22	3%	-1%	i	-2%
23	/	-15%	i	/
24	2%	-17%	i	/
25	13%	0%	?	?
26	?	-25%	i	?
27	2%	2%	i	0%
28	?	-36%	?	?
29	1%	2%	i	3%
30	4%	-73%	i	2%

Next section
#	Structure	IL-1B inflam inh	KB-3-1 cytotox	ATXN2 expr inh	SW480 rereplic	HT1080 IDH1KD tx
31	COc1cccc(C(=O)Nc2c3c(nn2-c2cccc(C)c2C)CS(=O)C3)c1OC (stereo unspecified)	4	-7%	1%	-14%[9.22 µM]	2%
32	Cc1ccc(CN2CCC[C@]3(N[C@H](c4ccc(C(F)(F)F)cc4)[C@@H]4C(=O)N(Cc5ccccc5)C(=O)[C@@H]43)C2=O)cc1	-14	?	-6%	/	-23%
33	O=C(Nc1ccccc1C(=O)N1CCCC1)c1ccc(Cl)cc1Cl	-19	4%	-20%	1%	3%
34	CC(C)CC(=O)NC(=S)Nc1cc(C(F)(F)F)ccc1N1CCOCC1	0	-25%	-12%	?	-12%
35	CCN(c1ccc(OC)cc1)S(=O)(=O)c1csc(C(=O)N2CCCC2)c1	0	1%	2%	-5%	-8%
36	Cc1ccc(Cl)cc1NC(=S)N(C)N	-5	9%	-4%	-3%	12%
37	CNC(=O)COc1coc(CN2CCN(c3ccccc3OC)CC2)cc1=O	25	-5%	7%	-8%	1%
38	c1cnc2c(c1)ccc1cccnc12	110&124	?	5.6µM*!	?	7.3µM*
39	COc1ccc(C2=CC(=O)CC(c3ccc(F)cc3)C2)cn1 (stereo unspecified)	-16	9%	-8%	3%	9%
40	COCC(=O)N(Cc1nc2sc(C)c(C)c2c(=O)[nH]1)C1CCCCC1	24	-8%	1%	-2%	-6%

#	HT1080-NT tox	HepG2 viability	S2 tox	MCF10A rereplic
31	-3%	-3%	i	-41%[inhibitor]
32	-13%	-29%	i	/
33	-1%	-22%	i	3%
34	3%	-13%	i	2%
35	-9%	1%	i	-2%
36	10%	72%	i	?
37	15%	-3%	i	-3%
38	7.3µM*	-12%&-22%&2%	?	?
39	16%	-3%	i	-4%
40	-3%	-6%	i	-1%

From compound 32 as far as 35, copied from above:
#	Structure	IL-1B inflam inh	KB-3-1 cytotox	ATXN2 expr inh	SW480 rereplic	HT1080 IDH1KD tx
32	Cc1ccc(CN2CCC[C@]3(N[C@H](c4ccc(C(F)(F)F)cc4)[C@@H]4C(=O)N(Cc5ccccc5)C(=O)[C@@H]43)C2=O)cc1	-14	?	-6%	/	-23%
33	O=C(Nc1ccccc1C(=O)N1CCCC1)c1ccc(Cl)cc1Cl	-19	4%	-20%	1%	3%
34	CC(C)CC(=O)NC(=S)Nc1cc(C(F)(F)F)ccc1N1CCOCC1	0	-25%	-12%	?	-12%
35	CCN(c1ccc(OC)cc1)S(=O)(=O)c1csc(C(=O)N2CCCC2)c1	0	1%	2%	-5%	-8%

#	HT1080-NT tox	HepG2 viability	S2 tox	MCF10A rereplic
32	-13%	-29%	i	/
33	-1%	-22%	i	3%
34	3%	-13%	i	2%
35	-9%	1%	i	-2%

(list continues)
#	Structure	IL-1B inflam inh	KB-3-1 cytotox	ATXN2 expr inh	SW480 rereplic	HT1080 IDH1KD tx
41	CC(C)c1nc(SCC(=O)N2CCN(c3ccccc3)CC2)c2c(=O)n(C)c(=O)n(C)c2n1	-10	5%	3%	-2%	2%
42	Cc1ccc(NC2OC(CO)C(O)C(O)C2O)cc1 (stereo unspecified)	-4	1%	5%	-6%	-5%
43	COc1ccc(C(CNC(=O)c2ccc(OCc3csc(C)n3)cc2)N2CCCC2)cc1 (stereo unspecified)	0	-6%	/	/	-5%
44	Cc1ccc(Cl)cc1NS(=O)(=O)c1cc2[nH]c(=O)c(=O)[nH]c2cc1C	23	-4%	/	-7%	0%
45	COCCNC(=O)/C(C#N)=C\c1ccc(CNS(=O)(=O)c2ccc(C)cc2)o1	-2	0%	/	-1%	5%
46	COc1ccc(S(=O)(=O)N(CC(=O)Nc2ccccc2Cl)Cc2ccccc2)cc1	/	3%	-20%	/	/
47	O=C(Nc1c(C(=O)N2CCCCC2)cnn1-c1ccccc1)c1ccccc1F	-10	5%	-10%	4%	10%
48	CC(=O)c1ccc(NC(=O)c2cn3c4c(ccc(Cl)c4c2=O)OC(C)C3)cc1 (stereo unspecified)	/	-6%	15%	/	/
49	CCN(CC)C(=O)Oc1ccc2c(c1)O/C(=C\c1ccco1)C2=O	?	8%	40%[activator]	25%	6%

#	HT1080-NT tox	HepG2 viability	S2 tox	MCF10A rereplic
41	0%	-17%	i	2%
42	12%	12%	i	-5%
43	-6%	-1%	i	/
44	-1%	-20%	i	-5%
45	1%	2%	i	-4%
46	/	-12%	?	/
47	11%	-2%	i	1%
48	/	-2%	i	/
49	2%	-6%	?	?
